Bioassay records deposited in PubChem BioAssay by Sanford-Burnham Center for Chemical Genomics.
SENP6 inh: SENP6 protease inhibitors, primary screen, biochemical, luminescence, uHTS. Sentrin-specific protease 6 (Homo sapiens), Q9GZR1. Recombinant SENP6 catalytic domain, aminoluciferin luminescence. inhibition, % at 10 µM. actives 1.8% (n = 330,000);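 active = inhibition above about 50% at the single tested dose, limit read from the data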;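 also: plate controls were DMSO wells with enzyme for no effect and DMSO wells lacking enzyme for full effect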
SENP1 inh: human SENP1 catalytic domain inhibitors, primary screen, biochemical, FRET, uHTS; recombinant SENP1 catalytic domain, CyPet-SUMO1-YPet FRET cleavage; inhibition, % at 10 µM; actives 0.21% (n = 360,000); AID 624204, 2012;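 active = inhibition at least 30% at 10 µM, raw YFP signal under a set limit, fluorescence ratio 0.5 to 1.5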;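 also: 0% = enzyme with DMSO and 100% = no enzyme wells; some results filed as inactive read as strong as hits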
Target sequence (Q9P0U3 419-644 limits assumed): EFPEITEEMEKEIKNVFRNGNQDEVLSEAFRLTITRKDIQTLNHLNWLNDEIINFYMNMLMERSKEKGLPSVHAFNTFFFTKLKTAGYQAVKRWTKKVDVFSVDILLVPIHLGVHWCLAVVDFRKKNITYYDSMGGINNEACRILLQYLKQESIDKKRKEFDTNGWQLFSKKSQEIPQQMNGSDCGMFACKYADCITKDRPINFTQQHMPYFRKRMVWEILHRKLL
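material = recombinant human SENP1 catalytic domain, His6-tagged | quantity = 20 pM enzyme | reagent = 25 nM SUMO1 FRET substrate | compound dosing = 10 µM single point, 0.5% DMSO | timing = 50 min enzyme reaction, room temperature, light-protected | detection = FRET, CFP and YFP emission | control set = no-enzyme low, enzyme-DMSO high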
ATG4B inhibitor: ATG4B protease inhibitors, primary screen, biochemical, fluorescence, uHTS. Cysteine protease ATG4B (Homo sapiens), Q9Y4P1. ATG4B cleavage of LC3-PLA2, NBD-HPC fluorescence, 1 h. actives 0.51% (n = 340,000). inhibition, % at 8.33 µM; in the data active = inhibition above about 40%
Target sequence (Q9Y4P1 whole entry, looked up): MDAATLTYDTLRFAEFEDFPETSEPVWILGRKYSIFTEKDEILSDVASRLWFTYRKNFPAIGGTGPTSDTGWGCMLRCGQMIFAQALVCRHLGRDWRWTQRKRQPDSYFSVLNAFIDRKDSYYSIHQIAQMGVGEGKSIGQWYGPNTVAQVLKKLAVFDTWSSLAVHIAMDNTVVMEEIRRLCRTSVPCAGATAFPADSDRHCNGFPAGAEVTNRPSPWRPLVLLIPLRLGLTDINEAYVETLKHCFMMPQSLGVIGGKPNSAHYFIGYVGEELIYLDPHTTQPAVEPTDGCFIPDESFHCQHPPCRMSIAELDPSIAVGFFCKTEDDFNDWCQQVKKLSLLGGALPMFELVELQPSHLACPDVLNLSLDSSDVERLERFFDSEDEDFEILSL
PfGluPho inh: PfG6PD enzyme inhibitors, primary screen, biochemical, fluorescence intensity, uHTS; inhibition, % at 20 µM; AID 504690, 2011; actives 0.78% (n = 350,000); PfGluPho enzyme, NADPH resazurin-diaphorase fluorescence; glucose-6-phosphate dehydrogenase-6-phosphogluconolactonase (Plasmodium falciparum 3D7);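 active = inhibition reaching at least a set limit at 20 µM in the primary screen, cut at about 59% in these data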;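 also: 0% = DMSO wells with substrate and 100% = DMSO wells lacking glucose-6-phosphate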
SENP8 block: human SENP8 protease inhibitors, primary screen, biochemical, fluorescence, Nedd8 protein substrate, uHTS; recombinant SENP8; inhibition, % at 20 µM; actives 0.64% (n = 360,000); in the data active = inhibition mostly above about 40%, no sharp cut-off; inactive = mostly below about 27%
Target sequence (Q96LD8 whole entry, looked up): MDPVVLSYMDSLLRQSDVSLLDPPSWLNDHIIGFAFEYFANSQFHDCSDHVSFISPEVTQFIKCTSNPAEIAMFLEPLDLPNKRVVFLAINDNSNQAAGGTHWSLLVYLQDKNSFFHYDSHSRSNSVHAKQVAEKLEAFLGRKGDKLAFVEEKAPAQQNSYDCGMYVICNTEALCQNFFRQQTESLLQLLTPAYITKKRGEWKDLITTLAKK
hIAP activ: human IAP activators, primary screen, biochemical, luminescence, uHTS; activation factor at 10 µM; purified human IAP, CDP-Star luminescence, 30 min; hits give high values; 1 = vehicle-only enzyme, 0 = enzyme-free background; actives 0.16% (n = 330,000);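 active = activation factor of the enzyme at least 2-fold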; also: the source names both 10 and 20 µM as test concentration; values of inactives mirror those of a sister screen read the other way
MPTP block: mitochondrial permeability transition pore inhibitors, primary screen, biochemical, isolated mouse mitochondria, absorbance. actives 1.4% (n = 360,000). inhibition, % at 10 µM. Ca2+ swelling absorbance, 30 min;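 active = inhibition of 50% or more, scaled per plate between neutral and stimulator controls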;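 also: 0% = DMSO wells given calcium and 100% = 1 mM EGTA wells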
NR3A LBD binder: binders of NR3A ligand-binding domain, primary screen, biophysical, differential scanning fluorimetry, uHTS; Glutamate receptor ionotropic, NMDA 3A (GRIN3A) ligand-binding domain; NR3A LBD differential scanning fluorimetry, Tm shift; 0% = protein alone, 100% = glycine-bound protein; Tm shift relative to glycine control, % at 25 µM; actives 2.5% (n = 340,000); AID 1259313, 2017;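 active = melting temperature shift of at least 10% of the positive control shift, at one fixed dose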
Active calls of the source: *; . = not tested or not shown.

[1] CCOc1cccc(/C=N/NC(=O)c2cc(-c3cccn3C)n[nH]2)c1O
[2] C/C(=N\NC(=O)CNC(=O)c1ccccc1F)c1ccco1
[3] COc1cc(CCN2C(=O)c3cccc4cccc(c34)C2=O)c(S(=O)(=O)NCCCO)cc1OC
[4] CC1(C)OC(=O)C(=CSc2ccc(C(C)(C)C)cc2)C(=O)O1
[5] CCc1cc(C(=O)OC)c(NC(=O)CCCC(=O)O)s1
assay / entry,1,2,3,4,5
SENP6 inh,-5.2,-6.2,-28.5,11.1,-16.4
SENP1 inh,11.4,1.9,1.5,-3.2,-1.3
ATG4B inhibitor,13.0,7.0,-22.8,-8.3,-1.0
PfGluPho inh,-8.1,-6.9,8.2,3.1,-16.5
SENP8 block,-17.8,12.0,14.6,8.1,20.4
hIAP activ,2.62*,1.14,1.18,0.86,1.01
MPTP block,-0.5,-0.9,-2.3,0.4,-6.4
NR3A LBD binder,-4.8,-1.0,2.1,1.1,-0.2

[6] O=C(CCc1nc2ccccc2c(=O)[nH]1)Nc1ccc(F)cc1
[7] Cc1ccc(NC(=O)c2cc(S(=O)(=O)N(C)C)ccc2N2CCCC2)cc1S(=O)(=O)N(C)C
[8] COc1cccc(NC(=O)NCc2c(-c3ccccc3)noc2C)c1
[9] COC(=O)c1sc(N)c(C(=O)OC)c1Cn1ncc(Cl)c(Cl)c1=O
[10] O=C(ON=C1CCN(S(=O)(=O)c2ccccc2)CC1)c1cccc(Cl)c1
assay / entry,6,7,8,9,10
SENP6 inh,5.2,-2.5,-3.5,7.1,40.1
SENP1 inh,-2.2,-3.9,1.2,-1.1,2.3
ATG4B inhibitor,-4.1,-8.9,4.3,-3.1,-34.2
PfGluPho inh,-3.2,8.4,0.8,14.1,0.4
SENP8 block,-7.0,-65.2,9.1,11.4,15.1
hIAP activ,0.983,1.03,1.12,1.12,0.961
MPTP block,0.6,-1.8,5.0,0.3,-1.1
NR3A LBD binder,-1.1,1.8,-3.7,-1.8,2.9

[11] CCOC(=O)Cn1c2[n+](c3ccccc31)CC(O)CS2 (stereo not drawn)
[12] O=C1Nc2ccccc2C(O)(C(=O)NCc2ccco2)N1c1ccccc1 (stereo not drawn)
[13] O=c1[nH]c(-c2ccc3c(c2)OCO3)nc2c1sc(=S)n2-c1ccccc1
[14] c1coc(CNc2ncnc3sc4c(c23)CCCCC4)c1
[15] Cc1nc(SCc2ccc(O)c([N+](=O)[O-])c2)c([N+](=O)[O-])[nH]1
assay / entry,11,12,13,14,15
SENP6 inh,11.9,-17.4,-5.2,17.7,11.8
SENP1 inh,0.2,1.9,-4.8,-2.6,3.8
ATG4B inhibitor,1.5,-16.2,-10.1,4.8,2.0
PfGluPho inh,17.8,-6.8,-3.9,-6.9,58.0
SENP8 block,16.6,19.4,2.1,3.3,27.2
hIAP activ,1.19,1.27,0.964,0.939,0.87
MPTP block,-1.1,0.0,-0.2,-0.8,5.2
NR3A LBD binder,2.8,0.1,-0.8,-0.4,0.8

[16] COC(=O)c1ccc(CSc2nc3ccccc3c(=O)n2C)o1
[17] CC(Oc1ccccc1)c1ccnc(N)n1 (stereo not drawn)
[18] O=C(O)CSc1nnc(COc2cccc3ccccc23)o1
[19] CCC(=O)OCCn1c(=O)c2cc3c(=O)n(CCOC(=O)CC)c(=O)c3cc2c1=O
[20] Cc1ccc(C(=O)NCC(=O)OCC(=O)c2ccc3c(c2)NC(=O)CO3)cc1C
assay / entry,16,17,18,19,20
SENP6 inh,-10.5,-20.1,-8.1,-0.6,-1.8
SENP1 inh,15.2,0.4,1.0,-1.1,1.7
ATG4B inhibitor,4.4,-7.9,-2.8,21.6,-17.0
PfGluPho inh,7.0,-1.5,-29.2,-11.3,-11.0
SENP8 block,-6.6,13.7,4.9,-1.1,1.0
hIAP activ,0.824,1.04,1.09,0.998,1.1
MPTP block,1.9,-1.4,0.5,-2.0,0.9
NR3A LBD binder,1.3,-2.1,-0.1,0.9,-0.7

[21] Cc1cccc(OCC(=O)Nc2ccc(N3CCN(C(=O)c4ccco4)CC3)cc2)c1C
[22] COc1cccc(CN(C)C(=O)c2ccc(NC(=O)CC3SC(N4CCCCC4)=NC3=O)cc2)c1OC (stereo not drawn)
[23] O=C(c1cccnc1)N1c2ccccc2Sc2ccccc21
[24] O=C1CN(C(=O)CSc2nc3ccccc3n2CCc2ccccc2)c2ccccc2N1
[25] COc1ccc(NC(=O)C23CC4CC(C2)CC(n2cnc(Br)n2)(C4)C3)cc1Cl
assay / entry,21,22,23,24,25
SENP6 inh,-17.0,.,14.2,-25.8,-1.4
SENP1 inh,1.7,-0.4,-0.5,-0.9,2.0
ATG4B inhibitor,-3.7,-10.3,-1.4,-9.8,-0.7
PfGluPho inh,2.7,-4.5,-11.4,-7.5,18.1
SENP8 block,13.3,0.3,9.5,4.4,4.2
hIAP activ,1.09,.,0.996,0.954,0.913
MPTP block,-0.7,0.0,-1.2,-0.1,0.5
NR3A LBD binder,2.5,-2.5,-0.4,-1.7,-3.9

[26] Cc1ccc(C(=O)n2cnnc2N)cc1
[27] COc1ccccc1N1CCN(C(=O)c2ccc(Cn3c(=S)[nH]c4cc5c(cc4c3=O)OCO5)cc2)CC1
[28] CC(C)CCN1CCN(Cc2ccon2)CC1CCO (stereo not drawn)
[29] COc1cc(/C=N/NC(=O)c2cc(-c3ccccc3)nc3ccccc23)cc(OC)c1O
[30] COc1ccccc1NC(=O)Nc1nc(CC(=O)NC2CCCC2)cs1
assay / entry,26,27,28,29,30
SENP6 inh,-15.9,-16.1,14.8,7.3,-0.6
SENP1 inh,5.1,0.5,2.2,2.3,1.0
ATG4B inhibitor,-0.1,24.3,6.5,-12.4,-14.0
PfGluPho inh,-2.2,22.1,-16.5,20.8,-0.8
SENP8 block,8.9,1.4,14.3,17.5,4.3
hIAP activ,1.1,1.25,0.988,1,0.897
MPTP block,2.3,-2.3,0.6,0.5,6.8
NR3A LBD binder,0.3,0.9,-1.1,0.3,-0.3

[31] CCN(c1cccc(C)c1)S(=O)(=O)c1c(C)[nH]c(C)c1C(=O)N1CCCCC1
[32] CC(=O)c1ccc(OCC(=O)Nc2ccccc2C(=O)NC2CC2)cc1
[33] CNCC(=O)N(CC(C)C)c1c(N)n(CC(C)C)c(=O)[nH]c1=O
[34] Cc1cc(NC(=O)c2cccs2)no1
[35] COC(=O)C1=C(C)N(Cc2ccc3c(c2)OCO3)C(=O)C1
assay / entry,31,32,33,34,35
SENP6 inh,5.0,-6.3,-6.4,2.6,-9.9
SENP1 inh,0.0,-0.9,-24.2,3.7,0.9
ATG4B inhibitor,-3.2,-0.4,-0.2,1.2,-1.1
PfGluPho inh,0.4,3.2,-3.5,-7.6,-11.6
SENP8 block,-8.4,2.7,0.3,2.5,14.8
hIAP activ,0.991,1.03,0.949,1.05,1.07
MPTP block,1.7,-1.8,-0.6,-0.6,0.3
NR3A LBD binder,0.3,1.7,0.9,-1.6,-3.4

Pulled one by one from the entries so far (four):
[34] Cc1cc(NC(=O)c2cccs2)no1
[35] COC(=O)C1=C(C)N(Cc2ccc3c(c2)OCO3)C(=O)C1
[31] CCN(c1cccc(C)c1)S(=O)(=O)c1c(C)[nH]c(C)c1C(=O)N1CCCCC1
[32] CC(=O)c1ccc(OCC(=O)Nc2ccccc2C(=O)NC2CC2)cc1
assay / entry,34,35,31,32
SENP6 inh,2.6,-9.9,5.0,-6.3
SENP1 inh,3.7,0.9,0.0,-0.9
ATG4B inhibitor,1.2,-1.1,-3.2,-0.4
PfGluPho inh,-7.6,-11.6,0.4,3.2
SENP8 block,2.5,14.8,-8.4,2.7
hIAP activ,1.05,1.07,0.991,1.03
MPTP block,-0.6,0.3,1.7,-1.8
NR3A LBD binder,-1.6,-3.4,0.3,1.7

New compounds follow
[36] COCCNC(=O)CSC1=N/C(=C/c2ccc(Cl)c(Cl)c2)C(=O)N1c1ccccc1F
[37] Cc1ccc(-c2csc(NC(=O)CN3CC(C)OC(C)C3)n2)cc1 (stereo not drawn)
[38] O=[N+]([O-])c1cc(S(=O)(=O)N2CCCCC2)ccc1NCCCN1CCOCC1
[39] CCOC(=O)N1CCN(C(=O)c2ccc(N3CCCC3=O)cc2)CC1
[40] COc1ccc(C(=O)NCCNc2nc3ccc(C)cc3cc2C#N)cc1OC
assay / entry,36,37,38,39,40
SENP6 inh,1.8,-4.6,1.0,-7.4,-3.7
SENP1 inh,-10.1,-0.5,2.5,2.2,-25.6
ATG4B inhibitor,14.0,3.4,-3.8,3.1,-15.7
PfGluPho inh,8.2,5.5,8.2,9.5,-10.5
SENP8 block,-403.1,6.4,13.8,26.3,-309.7
hIAP activ,0.918,0.897,0.963,1.02,0.809
MPTP block,0.0,1.2,-0.4,-1.1,0.6
NR3A LBD binder,-5.9,1.4,-0.6,-0.1,0.7

[41] CCOC(=O)CCc1c(C)c2ccc(OCC(=O)N3CCOCC3)c(C)c2oc1=O
[42] COc1ccc2c(C)cc(SCC(=O)Nc3ncc(Cl)cc3Cl)nc2c1
[43] O=C(Nc1ccccc1C(=O)N1CCCC1)c1ccc(Cl)cc1Cl
[44] CCOC(=O)N1CCN(c2c(NCc3ccccc3OC)c(=O)c2=O)CC1
[45] O=C(O)CNc1ccccc1C(=O)O
assay / entry,41,42,43,44,45
SENP6 inh,-7.2,-32.8,-3.8,-11.8,6.0
SENP1 inh,-0.4,-2.0,-1.3,1.1,2.9
ATG4B inhibitor,10.7,-6.6,-3.8,-9.2,2.6
PfGluPho inh,-9.3,12.6,-11.0,-0.3,16.3
SENP8 block,-433.9,-3.5,17.5,4.8,-438.4
hIAP activ,1.08,0.85,1.21,1.03,0.817
MPTP block,-0.3,1.8,-2.2,-1.5,0.0
NR3A LBD binder,-1.2,-1.0,-1.3,-2.3,1.5

The list goes on (2 carried over from the part before).
[44] CCOC(=O)N1CCN(c2c(NCc3ccccc3OC)c(=O)c2=O)CC1
[45] O=C(O)CNc1ccccc1C(=O)O
[46] O=C(NCc1ccc2c(c1)OCO2)C1CCN(c2nccc(C(F)(F)F)n2)CC1
[47] Cc1cc(/C=C2\NC(=S)NC2=O)c(C)n1-c1cccnc1
[48] Nc1ccc([N+](=O)[O-])cc1C(=O)NNC(=O)c1ccco1
[49] Cc1cc(C)c(C(=O)COC(=O)c2cccc(S(=O)(=O)N3CCOCC3)c2)cc1C
[50] O=C1OCCC1Sc1nc2ccccc2[nH]1 (stereo not drawn)
[51] O=C1CC[C@@H](CN(Cc2ccccn2)Cc2nc(-c3ccc(C(F)(F)F)cc3)no2)N1
assay / entry,44,45,46,47,48,49,50,51
SENP6 inh,-11.8,6.0,-24.0,-11.3,-13.8,.,7.1,7.6
SENP1 inh,1.1,2.9,3.9,-26.9,3.2,1.6,-1.1,2.3
ATG4B inhibitor,-9.2,2.6,-6.0,-2.7,-8.0,.,-2.9,4.5
PfGluPho inh,-0.3,16.3,-7.5,-1.0,4.2,6.2,-1.8,14.4
SENP8 block,4.8,-438.4,-68.3,-95.3,15.7,1.8,18.4,19.1
hIAP activ,1.03,0.817,0.999,0.816,1.32,.,1.03,1.1
MPTP block,-1.5,0.0,4.6,1.1,0.3,-1.9,-1.4,2.2
NR3A LBD binder,-2.3,1.5,5.2,-2.4,-1.8,.,1.4,1.9
